Bioassay records from PubChem.
IDH1 R132H inh: inhibitors of human mutant IDH1 R132H; O75874; IDH1-R132H enzyme, NADPH consumption, diaphorase/resazurin fluorescence; Potency, µM (highest dose often 76.6 µM), for the others: at the highest dose activity change, negative = inhibition, actives largely listed as inhibitors; hit rate 0.093% among 390,000; AID 602179; note: potency is the fitted concentration of half-maximal effect; % is set by controls: 0 for no effect and ±100 for the full control effect; nearly all actives have a fitted effect of over 65% in size
Target sequence (O75874 whole entry R132H, stated change not applied): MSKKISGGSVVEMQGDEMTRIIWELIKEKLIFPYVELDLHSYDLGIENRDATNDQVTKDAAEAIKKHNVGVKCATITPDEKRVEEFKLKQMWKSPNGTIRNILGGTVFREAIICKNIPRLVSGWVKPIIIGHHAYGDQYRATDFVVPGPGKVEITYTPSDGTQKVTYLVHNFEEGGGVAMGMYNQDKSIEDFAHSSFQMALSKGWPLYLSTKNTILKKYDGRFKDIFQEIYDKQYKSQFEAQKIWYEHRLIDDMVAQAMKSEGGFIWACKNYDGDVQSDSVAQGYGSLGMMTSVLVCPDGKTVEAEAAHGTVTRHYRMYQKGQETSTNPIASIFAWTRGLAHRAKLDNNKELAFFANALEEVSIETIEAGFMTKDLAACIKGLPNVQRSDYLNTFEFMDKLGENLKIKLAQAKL
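IDH1-R132H (0.5 ug/mL dispensed) in pH 7.5 Tris buffer was preincubated 30 min with compound, then given a substrate mix of 0.016 mM NADPH and 2 mM alpha-KG for 80 min at room temperature; remaining NADPH was read by diaphorase/resazurin fluorescence.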
rTrxR1 inhibitor: blocks rat thioredoxin reductase 1 | O89049 | Potency, µM (highest dose often 114 µM), for the others: at the highest dose activity change, negative = inhibition, hits mostly inhibitors | hit rate 1% among 390,000 | recombinant rTrxR1, NADPH fluorescence consumption, selenite substrate; note: potency is the fitted concentration of half-maximal effect; % is set by controls: 0 for no effect and ±100 for the full control effect; nearly all actives have a fitted effect of over 65% in size
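Rat TrxR1 (90 nM in the dispensed reagent) was pre-reduced with 400 uM NADPH for 5 min at room temperature, then incubated with compound for 15 min. After 400 uM selenite was added, NADPH fluorescence (Ex 340/Em 450 nm) was followed for 8 min.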
TrxR1 substrate: is turned over as a substrate by rat TrxR1; purified TrxR1 substrate turnover, NADPH consumption readout; hit rate 0.01% among 390,000; Potency, µM (highest dose often 114 µM), for inactives: at the top dose activity change, negative = substrate turnover; AID 588456; note: potency is the fitted concentration of half-maximal effect; % is set by controls: 0 for no effect and ±100 for the full control effect; nearly all actives have a fitted effect of over 50% in size
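Rat TrxR1, dispensed at 90 nM, was prereduced with 400 uM NADPH (final) for 5 min at ~22 deg C, then incubated with compound 15 min before 400 uM selenite. A first-read NADPH fluorescence drop versus no-compound background flagged substrates.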
USP1-UAF1 inh: USP1/UAF1 (human) deubiquitinase inhibition; O94782; recombinant USP1/UAF1, Ub-Rhodamine cleavage fluorescence; Potency, µM (doses to about 57.1 µM), for the others: top-dose activity change, negative = inhibition, actives largely listed as inhibitors; hit rate 0.23% among 390,000; AID 743255; note: potency is the fitted concentration of half-maximal effect; % is set by controls: 0 for no effect and ±100 for the full control effect; nearly all actives have a fitted effect of over 60% in size; inactives centre near -12
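In this screen, compounds sit with the deubiquitinase complex (1nM) for 15 min at room temperature before Ub-Rho is added at 150nM final. Fluorescence rise is then followed for 6 reads every 60 seconds.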
TRHR enhancer: allosteric enhancers of human TRH receptor; TRHR cells, fluo-8 calcium fluorescence, EC20 TRH enhancement; enhancement, % at 2 µM; hit rate 0.66% among 360,000; in the data active = enhancement above about 30%; note: 0% is about no effect
Target sequence (P34981 whole entry, looked up): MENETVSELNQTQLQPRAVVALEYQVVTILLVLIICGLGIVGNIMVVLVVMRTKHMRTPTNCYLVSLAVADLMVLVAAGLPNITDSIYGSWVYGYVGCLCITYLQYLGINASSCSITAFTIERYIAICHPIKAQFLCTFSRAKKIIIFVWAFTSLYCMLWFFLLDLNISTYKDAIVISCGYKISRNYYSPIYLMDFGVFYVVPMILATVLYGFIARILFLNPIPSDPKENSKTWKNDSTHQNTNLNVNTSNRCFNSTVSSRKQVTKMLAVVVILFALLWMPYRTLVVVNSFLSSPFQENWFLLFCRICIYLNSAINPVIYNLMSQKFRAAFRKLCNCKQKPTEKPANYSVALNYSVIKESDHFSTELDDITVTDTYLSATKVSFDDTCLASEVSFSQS
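TRHR-expressing cells loaded with fluo-8 calcium dye were read kinetically (ex 480/em 530) during compound addition, then stimulated with an EC20 of TRH (10 nM final). Enhancement of the Gq-mediated intracellular calcium response was scored.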
D2 antagonist: D2 dopamine receptor (human) antagonism. P14416. HEK293 TREx D2 cells, calcium flux, dopamine EC80. hit rate 2% among 340,000. inhibition, % at 10 µM; in the data active = inhibition above about 30%; note: 0% is about no effect
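Overnight-induced (tetracycline, 30 C) HEK293 T-REx cells carrying force-coupled D2 receive a no-wash calcium dye, then compound, then EC80 dopamine at 180 s; signals are read kinetically throughout.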
D2 agonist: agonists of human D2 dopamine receptor. activation, % at 2 µM. hit rate 0.53% among 340,000. AID 485358. P14416. HEK293 T-REx D2 cells, calcium flux agonist mode;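 active = activation over 3 SD above normal in the single-dose calcium agonist read, cut at about 30% in these data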; note: 0% is about no effect
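Agonism scored from kinetic calcium signal (1 read/sec, 180 s) following compound pin transfer, after a 10 s baseline. Cells: HEK293 Trex line expressing inducible D2 receptor coupled to calcium, dye-loaded after overnight culture at 30 C.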
PI4K2A inh: blocks human PI4K2A kinase activity | Q9BTU6 | purified PI4K2A, ADP-Glo luminescence, 1 h; hits give low values | activity change, negative = inhibition, % at 76.9 µM | hit rate 0.13% among 420,000 | AID 1346378; in the data active = activity change below about -50%; inconclusive = mostly about -30% to -49%;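 note: -100% = wells without enzyme as full effect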
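Compounds are screened against recombinant PI4K2A using PI as substrate and ATP, the latter dispensed at 300 microM. Reactions run one hour at ambient temperature before ADP-Glo detection; full inhibition defined by wells lacking enzyme.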
TRHR ag: activates the human TRH receptor | TRHR cells, calcium flux fluo-8, FDSS agonist mode | P34981 | AID 493084 | activation, % at 2 µM | hit rate 0.18% among 360,000; in the data active = activation above about 30%; note: 0% is about no effect
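Fluo-8-loaded TRHR cells; 10 s baseline, compound added, kinetic Ca2+ fluorescence read 1/s, agonist mode.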
An asterisk follows results filed as active; ? = inconclusive; · = not tested or not shown; [ ] = dose if it differs, or a comment. Unless noted, calls come from the whole dose curve; as a rule, active = well fitted inhibition curve with a large enough effect; inconclusive = small, poorly fitted or top-dose-only effect; inactive = no such curve, though single readings can be large or run the other way.

SMILES	IDH1 R132H inh	rTrxR1 inhibitor	TrxR1 substrate	USP1-UAF1 inh	TRHR enhancer	D2 antagonist	D2 agonist	PI4K2A inh	TRHR ag
COC(=O)c1sc(NC(=O)CSc2nncs2)c(C(=O)OC)c1C	-7%	-10%	-3%	-2%	-8	-1	-0.4	-5	0.7
O=C(COC(=O)c1ccccc1NC(=O)c1ccco1)Nc1ccc2c(c1)OC(F)(F)O2	-7%	3%[57.1 µM]	18%[57.1 µM]	-12%	-7	1	0.3	-5	0.9
COC(=O)c1cc(NC(=O)Nc2ccccc2)ccc1Cl	6%	-7%	-7%	-20%	-2	-3	-1.0	10	0.9
O=C(NNc1nc2cc3c(cc2s1)OCO3)c1ccccc1	6%	18%	6%	-20%	-4	-9	-0.2	-13	1.3
COc1cc(/C=C/C(=O)c2ccc(O)cc2)ccc1OCC#N	-6%	-29%	-20%	-1%	0	27	2.9	-8	0.0
CC(=O)Nc1cccc(/C(C)=N/NC(=O)c2ccc(Cl)cc2Cl)c1	-4%	6%	-3%	-22%	-6	-10	-0.6	5	0.0
NC(=O)c1nsc(C(=O)N(CC(=O)NC2CCCCC2)c2ccc(Cl)cc2)c1N	-3%	12%[57.1 µM]	9%[57.1 µM]	-9%	4	-5	1.3	-9	0.2
CC(=O)c1c(C)[nH]c(C(=O)OCc2ccc(Br)cc2)c1C	0%	-5%[57.1 µM]	-4%	-6%	-1	6	0.2	0	-0.6
O=C(O)C1CCCN(S(=O)(=O)c2ccc(Br)cc2)C1 (stereo unspecified)	4%	16%	-1%	-7%	-2	-12	-1.7	4	0.4
Cc1ccc(-c2nnc(SCC#N)n2N)cc1	11%	20%	8%	-18%	0	-1	0.7	8	0.1
CCNC(=S)NNC(=O)c1ccccn1	5%	-18%	-2%	-6%	-2	-28	-0.2	-19	0.9
O=C(NCc1ccccn1)Nc1cc(Cl)ccc1Cl	-9%	15%	1%	-29%	-13	10	2.5	0	2.8
OCCN(Cc1ccccc1)CC1CC=CCC1 (stereo unspecified)	0%	?	13%	-3%	-1	·	·	-1	0.0
N#Cc1cc(-c2ccccc2)cnc1Sc1ccccc1	0%	28%	9%	-19%	·	·	·	1	·
COc1ccccc1NC(=O)C1CCCN(S(=O)(=O)c2cnc[nH]2)C1 (stereo unspecified)	-10%	10%	0%	-8%	-14	-3	0.9	-3	0.3
CCSc1nccc(-c2nn(-c3ccc(C)cc3)ccc2=O)n1	8%	11%	7%	-13%	-1	10	-1.4	5	-0.7
O=C(CC(=O)NCc1cccnc1)NCc1cccnc1	0%	8%[57.1 µM]	7%[57.1 µM]	-13%	-3	-8	1.1	1	0.7
CC(C)c1nnc(SCC(=O)NC(C)(C)C)n1C	3%	20%	3%	-7%	-1	29	1.3	-3	0.7
CN(Cc1ccccc1)C(=O)C1CCN(S(=O)(=O)c2cccc3nonc23)CC1	-2%	14%	1%	-4%	-2	-12	1.3	-3	0.4
Cc1ccc(F)cc1NC(=O)CCSc1nc(-c2ccco2)cc(C(F)(F)F)n1	-1%	-6%	-1%	-4%	-2	·	·	0	1.0

2 entries from above, field by field.
O=C(NCc1ccccn1)Nc1cc(Cl)ccc1Cl
  IDH1 R132H inh = -9%
  rTrxR1 inhibitor = 15%
  TrxR1 substrate = 1%
  USP1-UAF1 inh = -29%
  TRHR enhancer = -13
  D2 antagonist = 10
  D2 agonist = 2.5
  PI4K2A inh = 0
  TRHR ag = 2.8

OCCN(Cc1ccccc1)CC1CC=CCC1 (stereo unspecified)
  IDH1 R132H inh = 0%
  rTrxR1 inhibitor = ?
  TrxR1 substrate = 13%
  USP1-UAF1 inh = -3%
  TRHR enhancer = -1
  D2 antagonist = ·
  D2 agonist = ·
  PI4K2A inh = -1
  TRHR ag = 0.0

More results follow.
SMILES	IDH1 R132H inh	rTrxR1 inhibitor	TrxR1 substrate	USP1-UAF1 inh	TRHR enhancer	D2 antagonist	D2 agonist	PI4K2A inh	TRHR ag
CCc1cc2c(=O)nc3n(c2s1)Cc1ccccc1/C3=C(/O)c1ccccc1Cl	3%	-10%	-5%	-17%	-2	28	-1.2	-2	0.0
Cc1cccn2c(=O)c3cc(C(N)=S)c(=N)n(CCCOC(C)C)c3nc12	1%	4%[57.1 µM]	143%[activator][57.1 µM]	1%	-3	-5	0.0	-16	-1.0
Clc1cc(NCc2cccs2)ccc1N1CCOCC1	16%	3%[57.1 µM]	19%[57.1 µM]	?	8	8	7.1	0	0.8
S=C(NN=Cc1ccccn1)N(Cc1ccccn1)Cc1ccccn1	6%	?	0%	-10%	·	·	·	-24	·
COC(=O)c1ccc(NC(=O)c2ccc(F)cc2)o1	-1%	17%[57.1 µM]	-3%[57.1 µM]	-11%	9	·	·	6	-0.1
N#CCC(=O)N/N=C\c1cc(Br)ccc1OC/C=C/c1ccccc1	1%	5%	-1%	-22%	-4	8	8.1	2	1.3
O=C(Cn1c(=O)oc2ccccc21)N1CCN(c2ccc(N3CCOCC3)nn2)CC1	6%	31%	63%[activator]	-10%	7	-9	1.8	6	0.4
CNc1oc(-c2ccccc2)nc1S(=O)(=O)c1ccc(C)cc1	-6%	-17%	-4%	-14%	-11	-5	0.5	-4	1.7
N=c1n(CCCOc2ccc(F)cc2)c2ccccc2n1CC(N)=O	6%	19%	9%	-17%	9	-6	-0.1	2	0.1
O=C(O)c1cccc(Oc2cccc(Cl)n2)c1	5%	19%[57.1 µM]	10%[57.1 µM]	-6%	6	4	-0.8	-19	-0.4
O=C(NCc1ccccc1)NC(=O)c1ccccc1F	0%	10%	6%	-8%	4	12	-0.3	-15	-0.4
COc1ccc(NS(=O)(=O)c2ccc(NC(=O)C3CCCO3)cc2)cc1 (stereo unspecified)	3%	-3%	-8%	2%	-5	15	1.6	0	1.2
O=C(Nc1ccc(N2CCOCC2)c(Cl)c1)c1c(F)c(F)c(F)c(F)c1F	-3%	2%	-9%	-16%	-3	-5	0.1	8	1.4
CC(=O)NCCSC(=O)c1ccc(F)cc1	-5%	4%	3%	-16%	3	6	1.2	3	0.4
CC(C)Sc1nc2ccsc2c(=O)[nH]1	5%	24%[57.1 µM]	5%[57.1 µM]	-2%	3	22	1.9	0	0.0
CCOCCCNC(=O)c1c[nH]c2cc(C)ccc2c1=O	2%	24%[57.1 µM]	15%[57.1 µM]	1%	13	16	-0.5	8	0.0
O=C(CN1CCN(CC(=O)c2ccc(Cl)cc2)CC1)c1ccc(Cl)cc1	-4%	?	10%[57.1 µM]	-5%	·	·	·	1	·
CC(=O)c1cccc(NC(=O)CCCCCn2nnc3ccccc3c2=O)c1	1%	10%	10%[57.1 µM]	-5%	9	-35	1.0	-2	-0.8
CCCOc1ccc(C(=O)CCC(=O)NNC(=O)Cn2nc(C)cc2C)cc1	12%	8%[11.4 µM]	1%[11.4 µM]	-3%	3	-27	-0.1	0	0.0
CCOc1ccccc1-c1nc(CN2CCC(C(=O)N3CCOCC3)CC2)c(C)o1	11%	1%	15%	-4%	8	-2	0.5	-5	-1.0

Complete entries, looked up by structure.
O=C(Nc1ccc(N2CCOCC2)c(Cl)c1)c1c(F)c(F)c(F)c(F)c1F reads IDH1 R132H inh: -3%; rTrxR1 inhibitor: 2%; TrxR1 substrate: -9%; USP1-UAF1 inh: -16%; TRHR enhancer: -3; D2 antagonist: -5; D2 agonist: 0.1; PI4K2A inh: 8; TRHR ag: 1.4
O=C(O)C1CCCN(S(=O)(=O)c2ccc(Br)cc2)C1 (stereo unspecified) reads IDH1 R132H inh: 4%; rTrxR1 inhibitor: 16%; TrxR1 substrate: -1%; USP1-UAF1 inh: -7%; TRHR enhancer: -2; D2 antagonist: -12; D2 agonist: -1.7; PI4K2A inh: 4; TRHR ag: 0.4
COC(=O)c1sc(NC(=O)CSc2nncs2)c(C(=O)OC)c1C reads IDH1 R132H inh: -7%; rTrxR1 inhibitor: -10%; TrxR1 substrate: -3%; USP1-UAF1 inh: -2%; TRHR enhancer: -8; D2 antagonist: -1; D2 agonist: -0.4; PI4K2A inh: -5; TRHR ag: 0.7

(next part)
SMILES	IDH1 R132H inh	rTrxR1 inhibitor	TrxR1 substrate	USP1-UAF1 inh	TRHR enhancer	D2 antagonist	D2 agonist	PI4K2A inh	TRHR ag
Fc1ccccc1-n1cn[nH]c1=S	-7%	-21%	-5%	-7%	1	0	2.1	-2	0.1
CCOc1ccc(NS(=O)(=O)c2ccc3[nH]cc(C(=O)NC(C)CC)c(=O)c3c2)cc1 (stereo unspecified)	6%	22%[0.457 µM]	-4%	-14%	-2	7	1.6	-7	0.2
CCOC(=O)c1c(-c2cccs2)csc1NC(=O)COC(=O)c1c(C)noc1C	-3%	1%[57.1 µM]	2%[57.1 µM]	-7%	1	-5	-1.4	-1	-0.3
COc1cc(/C=C/C2=NC(=O)C(C)(C)O2)ccc1O	0%	-8%	0%	-6%	2	9	0.2	5	0.3
CCOc1ccccc1NC(=O)c1ccc(-n2cncn2)nc1	-2%	6%	-3%	5%	-1	4	1.2	-2	0.4
CCN(CC)CCCNc1nc2ccccc2[nH]1	0%	16%	4%	-25%	4	-1	0.0	2	-0.1
CCn1c(CSc2nnc3ccccn23)nc2cc(C(=O)O)ccc21	0%	-36%	-2%	-14%	2	-12	1.5	-5	0.1
Cn1c(=O)oc2cc(S(=O)(=O)CCC(=O)NCc3ccc(Cl)cc3)ccc21	-5%	2%	-2%	-10%	12	·	0.5	1	-0.2
CCOc1ccc(OCCC(=O)OCC(=O)Nc2ccc(N3CCOCC3)cc2)cc1	3%	8%	1%	-19%	1	-6	0.9	3	0.0
COc1ccc(C)cc1NC(=O)CSc1nc(=O)[nH]c2c1CCCC2	11%	-7%[57.1 µM]	-1%[57.1 µM]	-23%	4	·	-0.2	-1	-0.2
Nc1c(C(=O)NC23CC4CC(CC(C4)C2)C3)sc2nc3c(c(C(F)(F)F)c12)CCC3	-10%	18%	7%	32%[activator]	4	14	0.7	9	0.1
Cc1ccc(NC(=O)c2ccccc2-c2ccc(C(F)(F)F)cc2)cc1S(=O)(=O)N1CCOCC1	-3%	24%[57.1 µM]	4%[57.1 µM]	-16%	-3	-3	2.4	0	1.3
